IDE cell activ: activators of human insulin-degrading enzyme in cells; P14735; HEK cells, FAbeta-B cleavage, fluorescence polarization; 0% vehicle, 100% cell-free pure enzyme wells; activation, % at 5.96 µM; actives 0.073% (n = 340,000); AID 493087;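 active = activation above the mean of all tested compounds plus 3 SD, set per screening campaign, cut at about 17% in these data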
Target sequence (P14735 whole entry, looked up): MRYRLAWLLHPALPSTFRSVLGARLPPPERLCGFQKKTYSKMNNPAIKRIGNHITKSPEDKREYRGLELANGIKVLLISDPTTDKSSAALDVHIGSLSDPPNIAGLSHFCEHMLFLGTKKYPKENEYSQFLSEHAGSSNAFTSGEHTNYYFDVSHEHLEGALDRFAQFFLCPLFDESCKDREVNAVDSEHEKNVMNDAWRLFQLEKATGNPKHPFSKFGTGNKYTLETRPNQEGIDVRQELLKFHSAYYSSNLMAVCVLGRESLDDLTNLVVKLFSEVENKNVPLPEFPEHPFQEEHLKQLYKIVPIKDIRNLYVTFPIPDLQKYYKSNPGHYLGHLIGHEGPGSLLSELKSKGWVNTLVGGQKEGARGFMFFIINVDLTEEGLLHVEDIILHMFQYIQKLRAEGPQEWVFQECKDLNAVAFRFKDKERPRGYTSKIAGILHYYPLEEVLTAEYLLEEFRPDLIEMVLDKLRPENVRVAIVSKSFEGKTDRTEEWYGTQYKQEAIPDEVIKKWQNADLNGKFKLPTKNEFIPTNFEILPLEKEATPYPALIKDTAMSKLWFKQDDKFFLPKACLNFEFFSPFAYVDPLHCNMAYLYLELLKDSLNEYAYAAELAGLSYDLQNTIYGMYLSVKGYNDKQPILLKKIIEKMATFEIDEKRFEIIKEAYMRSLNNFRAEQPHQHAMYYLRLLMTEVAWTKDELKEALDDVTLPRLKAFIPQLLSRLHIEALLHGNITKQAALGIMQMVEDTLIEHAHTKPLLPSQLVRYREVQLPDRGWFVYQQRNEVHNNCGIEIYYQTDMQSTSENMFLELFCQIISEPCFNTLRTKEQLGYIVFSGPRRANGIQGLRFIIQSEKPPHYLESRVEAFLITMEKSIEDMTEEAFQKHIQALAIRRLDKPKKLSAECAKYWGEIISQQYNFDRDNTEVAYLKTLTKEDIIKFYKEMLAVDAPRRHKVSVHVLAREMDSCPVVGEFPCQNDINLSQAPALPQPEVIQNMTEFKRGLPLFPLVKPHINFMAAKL
IDE cell inh: inhibits human insulin-degrading enzyme in HEK cells; FAbetaB cleavage, fluorescence polarization; inhibition, % at 5.59 µM; actives 0.41% (n = 320,000); AID 434962;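 active = percent inhibition above the average of all tested compounds plus 3 SD, set per screening campaign, cut at about 16% in these data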;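 note: IDE supplied by intact live HEK cells; FP after avidin binding of uncleaved biotin substrate so inhibition keeps polarization high; 0% = DMSO wells and 100% = 60 µM reference IDE inhibitor Ii1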
MEKK3 PB1 HTS: MEKK3-MEK5 PB1 interaction, increase or decrease. Q99759. bead-based flow cytometry, Alexa488-MEK5 binding to MEKK3; actives lie on both sides; 0 = blocked by unlabeled MEK5, 100 = vehicle. binding response (% of control), % at 10 µM. actives 1.4% (n = 290,000). AID 1529;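 active = binding response more than 3 SD above or below the average of its plate-row segment, actives on both sides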;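 note: Alexa488 bead fluorescence after subtracting the streptavidin-only scavenger bead signal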
p-CIP stab down: lowers stability of the mouse p/CIP coactivator protein; actives 0.01% (n = 290,000); Q05BA5; F442A p/CIP-EGFP cells, EGFP fluorescence, 16 h; AID 1984; decrease of EGFP signal, % at 10 µM;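 active = EGFP signal decrease of at least 30% at 10 µM or well 3 SD below plate mean, unless failing retest; inactive = the rest, including hits failing retest or dose response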; note: some compounds called inactive have numbers as strong as hits; many of its hits are not listed in these tables
GalR3 antag: blocks the human galanin receptor 3 | HEK293 GalR3-CNG cAMP membrane potential fluorescence; galR3 body fused to GalR1 C-terminus | inhibition, % at 3 µM | actives 0.44% (n = 360,000) | AID 651719;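 active = inhibition above the screen-wide average plus 3 SD, cut at about 13% in these data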;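 note: forskolin and galanin both at EC90 stimulate the cells; cAMP rise reported by CNG channel membrane potential dye signal; 0% = forskolin plus galanin with DMSO and 100% = forskolin alone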
M4 PAM: potentiates acetylcholine response at human M4 receptor; P08173; CHO-K1 hM4/Gqi5, Fluo-8 calcium fluorescence, ACh EC20; 0% = ACh EC20, 100% = maximal ACh; activation, % at 3 µM; actives 0.4% (n = 360,000); AID 624126;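 active = activation above its plate's cutoff, the mean activation of sample wells plus 3 SD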; note: some results filed as inactive read as strong as hits
CRFR2-BP antag: blocks CRF-induced signaling of the CRF-BP/CRF-R2 complex; HEK293 CRF-R2/CRF-BP, CRF-induced calcium fluorescence; inhibition, % at 11.8 µM; actives 0.59% (n = 350,000); AID 588475;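 active = inhibition of the ligand-induced calcium signal above about 50% at the single tested concentration, limit read from the data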
CRFBP-R2 agonist: agonists of human CRF-binding protein/CRF-R2 receptor complex; HEK293 CRF-R2/CRF-BP, calcium dye fluorescence (FLIPR); percent of saturating CRF peptide response; activation, % at 13.2 µM; actives 0.46% (n = 350,000); AID 588473;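 active = activation of at least 50%, plus an integration ratio under a set limit after plate pattern correction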;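 note: plate controls were neutral control wells without compound for no effect and CRF at EC100 for full effect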
PHOSPHO1 block: blocks human PHOSPHO1 phosphatase activity; recombinant PHOSPHO1, absorbance phosphatase assay; inhibition, % at 13.3 µM; actives 1.1% (n = 290,000); in the data active = inhibition above about 60%
Active calls of the source: *; nt = no result given; & = joins results of further samples; [ ] = another dose, or the depositor's remark.

nr	IDE cell activ	IDE cell inh	MEKK3 PB1 HTS	p-CIP stab down	GalR3 antag	M4 PAM	CRFR2-BP antag	CRFBP-R2 agonist	Structure	PHOSPHO1 block
1	5	-1	102	-9	-11	4	-10	-1.7	O=C1/C(=C/c2cccc(Br)c2)SC(=S)N1CCC(=O)N(CCO)c1ccccc1	36
2	2	3	nt	nt	-6	-1	-6	-2.6	CCOc1ccc(Br)cc1S(=O)(=O)NC1=NCCCCC1	nt
3	nt	2	91	-6	2	12	-10	0.7	Cc1cc(NC(=O)c2ccc3c(c2)OCCO3)ccc1NC(=O)c1ccco1	-9
4	6	7	96	4	-9	1	-1	-0.5	O=C(NCCO)C(=O)Nc1cc2c3c(c1)CCN3C(=O)CC2	18
5	nt	nt	106	-1	-3	nt	nt	nt	CSCCC(N=Cc1c(O)n(-c2ccc(F)cc2)c(=O)[nH]c1=O)C(=O)O (stereo unspecified)	15
6	5	3	105	-14	-7	3	6	1.6	CCOC(=O)Cc1cc(=O)n2[nH]c(C)c(-c3ccccc3)c2n1	7
7	2	-1	96	-10	-2	-5	6	-1.1	CCCCC(=O)Nc1cccc(NC(=O)c2cccc([N+](=O)[O-])c2)c1	38
8	6	2	105	-7	1	4	-7	-2.8	C=C(C)c1cccc(C(C)(C)NC(=O)N2CCCCC2CC)c1 (stereo unspecified)	-9
9	3	nt	104	-3	-9	-5	-3	-0.7	COc1ccc(C(=O)Nc2ccc3c(c2)OCCO3)cc1Br	40
10	-3	-2	104	7	-4	1	-9	1.4	O=C(CCSCc1ccccc1F)NCCc1ccccc1	-10
11	7	5	90	3	-3	1	-28	-1.3	Oc1ccccc1-c1cc(C(F)(F)F)nc(-c2ccccc2)n1	22
12	4	-2	102	-13	-4	-2	-5	1.1	O=C(CCNS(=O)(=O)c1cccc2nsnc12)NCc1cccs1	-6
13	5	5	109	-15	nt	5	5	2.0	Cc1ccc2oc(=O)c3cnn(CC(=O)NCCN(C)C)c3c2c1	2
14	2	-1	nt	nt	-8	0	2	1.1	C=CCC[C@H](Cc1ccc(F)cc1)C(=O)O[C@H](CNC(=O)[C@@H](CC=C)CC(=O)N(CCO)Cc1ccccc1)c1ccccc1	nt
15	6	-4	102	7	0	13	4	-7.2	Cc1ccccc1NC(=S)N(Cc1cccs1)C1CCCC1	-38
16	-1	2	102	-21	-1	4	-4	-2.3	CN(C)C(=O)CN(c1ccc2c(c1)OCO2)S(C)(=O)=O	22
17	4	3	96	-4	-4	0	-11	0.4	COc1ccc(NC(=O)Cc2c(C)n(C(=O)c3ccc(Cl)cc3)c3ccc(OC)cc23)cc1	-2
18	4	5	101	-54	-6	1	6	-0.5	CCOCCNC(=O)c1ccccc1C(=O)NCCOCC	12
19	2	4	nt	nt	-6&-4	-5&-8	9	0.4	CCCCNc1c(-c2ccc(SC3CCCCC3)c(OC)c2)nc2ccc(C)cn12	nt
20	-4	6	103	1	-3	8	17	0.0	COCc1[nH]nc2c1C1(CCSCC1)C(C#N)=C(N)O2	-17
21	-3	4	109	-11	-6	nt	2	-1.6	COc1ccc2c(c1)C=C(CN1CCN(C(C)C)C(CCO)C1)CO2 (stereo unspecified)	40
22	2	2	95	-3	-6	2	4	-1.8	O=C(O)CSc1nnc(NC(=O)CN2CCOCC2)s1	nt
23	8	-2	108	-14	3	-6	3	-0.6	OCCNC(=S)Nc1cc(Cl)cc(Cl)c1	30
24	8	8	103	-6	-4	8	20	-2.7	CCCN1Cc2cccc(C(=O)NCc3ccccc3)c2C1=O	14
25	5	-7	105	5	4	14	-8	0.6	CN(C)CCC(=O)NCC1OCCc2ccccc21 (stereo unspecified)	-10
26	0	-2	nt	nt	-3	-14	-3	2.4	Cc1cc(C)cc(N(CCC#N)C(=O)COC(=O)c2ccc(OCc3c(C)noc3C)cc2)c1	nt
27	1	4	82	1	-2	6	19	-2.1	COc1ccc(Oc2nccc(OC)c2C#N)cc1	0
28	-2	2	99	-25	-7	0	47	-3.2	NC(=O)c1nsc(C(=O)N(c2cccc(O)c2)C(C(=O)NC2CCCC2)c2ccc(Cl)cc2)c1N (stereo unspecified)	28
29	-3	7	105	6	-1	-2	-19	2.0	COc1cccc(NC(=O)c2cccc(C(=O)Nc3cccc(OC)c3)n2)c1	38
30	-2	-1	nt	nt	-3	-44	1	1.6	O=C1c2cccc3cccc(c23)C(=O)N1CC1CCN(CC(O)COc2ccc3ccccc3c2)CC1 (stereo unspecified)	nt
31	-5	-2	104	-2	-3	4	-9	-0.6	COC(=O)Cn1c(=NC(=O)CCS(=O)(=O)c2ccccc2)sc2c(OC)ccc(OC)c21	18
32	3	-1	111	2	nt	-2	-7	1.5	CC(C)c1nc(SCC(=O)Nc2ccc3c(c2)OCCO3)c2c(=O)n(C)c(=O)n(C)c2n1	-11

Gathered by group: the compounds so far with an NH in an aromatic ring.
nr	IDE cell activ	IDE cell inh	MEKK3 PB1 HTS	p-CIP stab down	GalR3 antag	M4 PAM	CRFR2-BP antag	CRFBP-R2 agonist	Structure	PHOSPHO1 block
5	nt	nt	106	-1	-3	nt	nt	nt	CSCCC(N=Cc1c(O)n(-c2ccc(F)cc2)c(=O)[nH]c1=O)C(=O)O (stereo unspecified)	15
6	5	3	105	-14	-7	3	6	1.6	CCOC(=O)Cc1cc(=O)n2[nH]c(C)c(-c3ccccc3)c2n1	7
20	-4	6	103	1	-3	8	17	0.0	COCc1[nH]nc2c1C1(CCSCC1)C(C#N)=C(N)O2	-17

One compound at a time, as listed above.
Shown for `COc1ccc(Oc2nccc(OC)c2C#N)cc1` → IDE cell activ = 1; IDE cell inh = 4; MEKK3 PB1 HTS = 82; p-CIP stab down = 1; GalR3 antag = -2; M4 PAM = 6; CRFR2-BP antag = 19; CRFBP-R2 agonist = -2.1; PHOSPHO1 block = 0
Shown for `O=C1c2cccc3cccc(c23)C(=O)N1CC1CCN(CC(O)COc2ccc3ccccc3c2)CC1` (stereo unspecified) → IDE cell activ = -2; IDE cell inh = -1; MEKK3 PB1 HTS = nt; p-CIP stab down = nt; GalR3 antag = -3; M4 PAM = -44; CRFR2-BP antag = 1; CRFBP-R2 agonist = 1.6; PHOSPHO1 block = nt
Shown for `COc1cccc(NC(=O)c2cccc(C(=O)Nc3cccc(OC)c3)n2)c1` → IDE cell activ = -3; IDE cell inh = 7; MEKK3 PB1 HTS = 105; p-CIP stab down = 6; GalR3 antag = -1; M4 PAM = -2; CRFR2-BP antag = -19; CRFBP-R2 agonist = 2.0; PHOSPHO1 block = 38

The list goes on:
nr	IDE cell activ	IDE cell inh	MEKK3 PB1 HTS	p-CIP stab down	GalR3 antag	M4 PAM	CRFR2-BP antag	CRFBP-R2 agonist	Structure	PHOSPHO1 block
33	2	6	103	-6	1	-2	-8	-0.5	CCOC(=O)c1c(C)[nH]c(C)c1S(=O)(=O)NCCc1ccco1	38
34	2	2	104	-2	-3	13	0	0.4	Cc1cc(C)cc(OCC(=O)OCC(=O)c2c(N)n(C)c(=O)n(C)c2=O)c1	0
35	4	7	100	-12	7	-1	7	-1.3	N#Cc1ccc(Oc2ccc(/C=N/O)cn2)cc1	-26
36	-2	4	100	-15	-9	-4	4	-2.3	COc1ccc(-c2nn(-c3ccccc3)cc2C(=O)Nc2cccc(C(=O)O)c2)cc1[N+](=O)[O-]	9
37	5	9	99	-7	-7	-3	0	0.1	COc1ccc(CNC(=O)c2cc(SC)ccc2Cl)cc1OC	-18
38	-4	2	101	-11	0	-6	-75	80*	CCc1ccccc1N1CN(Cc2ccco2)CNC1=S	28
39	-1	0	102	-3	-4	-12	7	-2.3	Cc1ccc(N2C(=O)CN=C2Nc2nc(C)cc(C)n2)cc1	23
40	4	1	nt	nt	-5	-8	5	-0.4	CC(=O)c1c(C)[nH]c(C(=O)COC(=O)C2(C)CC2(Cl)Cl)c1C (stereo unspecified)	nt
41	-1	5	107	2	-5	0	15	0.2	COc1ccc(C(C#N)N2N=C(C)CC2(C)C)cc1OC (stereo unspecified)	2
42	1	5	95	-16	-8	3	-6	-0.5	COc1ccc(-n2nc(C(=O)NCc3ccco3)c3ccccc3c2=O)cc1	2
43	7	nt	nt	nt	-5	2	-42	-3.8	O=C(Nc1ccc2c(c1)OCO2)c1cnc(Cl)c(Cl)c1	nt
44	5	2	105	-5	-7	6	20	-3.2	CCCC(=O)N1CCN(Cc2ccc3c(c2)OCO3)CC1	-9
45	-10	nt	nt	nt	-7	-7	-5	2.3	CC(=O)OCC=C1CCC2C3CC(C)C4=CC(=O)CCC4(C)C3C(O)CC12C (stereo unspecified)	nt
46	4	-1	99	11	-9	1	4	-0.6	CC1(C)C(c2ccccn2)=[N+]([O-])C(C)(C)N1O	5
47	3	nt	nt	nt	3	1	9	-0.8	CN1OC[C@@H]2CN[C@H](c3cccc(-c4ccccc4)c3)C[C@@H]21	nt
48	3	2	25*[inhibitor]	4	1	-4	5	0.8	COc1ccccc1C(=O)NNC(=O)C1CC=CCC1 (stereo unspecified)	34
49	-1	-1	102	-12	-6	-3	-54	8.4	Cc1cccc(C)c1OC(=O)C(c1ccccc1)c1ccccc1	14
50	2	1	100	-14	-1	1	-5	-0.3	Cc1nc2sc(C(c3ccc(Cl)cc3)N3CCOCC3)c(O)n2n1 (stereo unspecified)	8
51	2	10	98	-11	2	10	0	3.5	CC(=O)N1C(C(=O)O)CSC1c1cccc(C)c1 (stereo unspecified)	25
52	4	nt	nt	nt	-5	10	1	-1.7	O=C1C(CO)C(CO)C(CO)C1CO (stereo unspecified)	nt

Sorted by value in PHOSPHO1 block (ascending): some entries from above.
nr	IDE cell activ	IDE cell inh	MEKK3 PB1 HTS	p-CIP stab down	GalR3 antag	M4 PAM	CRFR2-BP antag	CRFBP-R2 agonist	Structure	PHOSPHO1 block
50	2	1	100	-14	-1	1	-5	-0.3	Cc1nc2sc(C(c3ccc(Cl)cc3)N3CCOCC3)c(O)n2n1 (stereo unspecified)	8
49	-1	-1	102	-12	-6	-3	-54	8.4	Cc1cccc(C)c1OC(=O)C(c1ccccc1)c1ccccc1	14
51	2	10	98	-11	2	10	0	3.5	CC(=O)N1C(C(=O)O)CSC1c1cccc(C)c1 (stereo unspecified)	25

Source: PubChem BioAssay (several laboratories)
